Xi reactivation: activators of inactive X chromosome reactivation, primary screen, imaging, XiGFP fibroblasts, GFP high-content imaging, set 2; hit rate 0.055% among 360,000; AID 743238, 2013; XiGFP mouse fibroblasts, % GFP-positive cells imaging, 3 d; cells co-treated with 5-aza-dC sensitizer; scaled so ellipticine positive control = 100%; activation, % at 7.58 µM;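 active = mean normalized replicate activation at least 10% and every replicate at or above 10%; inconclusive = only one of the two criteria met; inactive = mean below 10% and not all replicates reach 10%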;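 note: 0% = median of on-plate neutral control wells and 100% = ellipticine 6 µM median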
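Schedule: 3 d treatment, 15 min room-temperature fixation; system: 68-5-11 XiGFP fibroblast line; buffer or medium: DMEM plus 5-aza-dC sensitizer; control set: ellipticine 6 µM positive control; compound: one concentration, pinned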
ERAP1 inh: human ERAP1 aminopeptidase inhibitors, primary screen, biochemical, single point, plate reader. Endoplasmic reticulum aminopeptidase 1 (Homo sapiens), Q9NZ08. recombinant ERAP1, Leu-AMC fluorescence, 60 min. inhibition, % at 10.7 µM. hit rate 0.15% among 340,000. AID 652197, 2013;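 active = mean replicate inhibition of at least 30%, or all replicates individually reaching that 30% level; inactive = mean below 30% and not every replicate reaching it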;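 note: 0% = neutral control wells and 100% = L-leucinethiol positive control wells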
Cneo AK release: Cryptococcus neoformans cell lysis inducers, primary screen, AK release luminescence, single concentration. lysis activity, % at 15 µM. hit rate 0.2% among 360,000. C. neoformans lysis, adenylate kinase release luminescence, 4 h; normalised: neutral wells 0, clomiphene wells 100. AID 651654, 2012;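 active = mean lysis activity across replicates of at least 80%, whatever share of replicates individually reach that level; inactive = mean lysis activity below 80%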
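Test system: log-phase Cryptococcus neoformans yeast cells. Input: 5 × 10^6 yeast cells/mL. Medium: fresh YPD growth medium. Doses: single dose. Incubation: static 4 h at 37 °C with compound, 1 h detection. Measured by: luminescent adenylate kinase detection reagent. Read-out: signal increase indicating cell lysis. Benchmarks: Clomiphene.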
PGC1a acetyl inh: inhibitors of PGC1a acetylation signal, primary screen, cell-based, U2OS, AlphaScreen, inhibitor mode; AlphaScreen anti-acetyl-lysine; with virally co-expressed GCN5 acetyltransferase; inhibition, % at 15.6 µM; hit rate 0.17% among 350,000; AID 651687, 2012;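 active = every replicate shows inhibition of at least 40%; inconclusive = mean inhibition at least 40% but some replicate below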;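 note: 0% = neutral control wells and 100% = positive control wells; some results beyond the cut were filed as inactive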
LGR2 inh: inhibitors of bursicon-induced LGR2 CRE-luciferase signal, primary screen, cell-based, HEK293, CRE-luciferase reporter, bursicon stimulation; hit rate 0.35% among 380,000; AID 720647, 2013; inhibition, % at 9.99 µM; Drosophila bursicon receptor LGR2 (rickets); bursicon-stimulated, 4 h;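 active = drop in luminescence signal, shown as inhibition above about 50% in the replicate tests, limit read from the data, passing the limit was not always enough; inconclusive = probably only some replicates passing the limit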;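 note: agonist challenge used bursicon conditioned medium at about half maximal strength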
S100A4 inh HTS: inhibitors of S100A4-myosin IIA peptide binding, primary screen, biochemical, fluorescence polarization, TAMRA-MyoIIA peptide. Protein S100-A4 (Homo sapiens), P26447. inhibition, % at 10.7 µM. hit rate 0.14% among 360,000. AID 652163, 2013;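 active = mean inhibition of at least 70% across replicates, with every replicate also reaching that level; inconclusive = mean inhibition reaches 70% but some replicates fall short; inactive = mean inhibition below 70%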
Target sequence (P26447 whole entry, looked up): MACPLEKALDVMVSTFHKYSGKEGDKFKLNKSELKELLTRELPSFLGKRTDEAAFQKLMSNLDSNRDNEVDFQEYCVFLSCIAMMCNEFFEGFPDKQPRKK
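Material: S100A4 monomer protein / Buffer or medium: 50 mM HEPES pH 7.2, 10 mM CaCl2, 100 mM KCl / Times: 5 min incubation before reading / Benchmarks: neutral control DMSO, positive control TFP / Reagent: labelled myosin peptide probe, 5 nM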
C2C12 statin: suppressors of statin myotoxicity in C2C12 myotubes, primary screen, cell-based, single point, plate reader | C2C12 myotubes + simvastatin, ATP luminescence, 48 h; scaled: DMSO 0, geranylgeraniol control 100 | rescue of ATP level, % at 7.49 µM | hit rate 0.78% among 330,000 | AID 602340, 2012;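 active = mean ATP rescue above about 67%, or every replicate alone reaching that limit, limit read from the data, passing the limit was not always enough; inconclusive = no clear call, values can overlap the other calls; inactive = mean under the limit and some replicate under it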;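 note: myotubes were challenged with 10 µM simvastatin during compound exposure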
SIRT5 inh: SIRT5 desuccinylase inhibitors, primary screen, biochemical, fluorescence imaging, single point, set 5 | NAD-dependent protein deacylase sirtuin-5, mitochondrial (Homo sapiens), Q9NXA8 | Purified SirT5, succinyl-peptide AMC, trypsin-coupled fluorescence | inhibition, % at 15 µM | hit rate 1.1% among 330,000; in the data active = inhibition above about 15%; inconclusive = no clear call, values can overlap the other calls
Target sequence (Q9NXA8 whole entry, looked up): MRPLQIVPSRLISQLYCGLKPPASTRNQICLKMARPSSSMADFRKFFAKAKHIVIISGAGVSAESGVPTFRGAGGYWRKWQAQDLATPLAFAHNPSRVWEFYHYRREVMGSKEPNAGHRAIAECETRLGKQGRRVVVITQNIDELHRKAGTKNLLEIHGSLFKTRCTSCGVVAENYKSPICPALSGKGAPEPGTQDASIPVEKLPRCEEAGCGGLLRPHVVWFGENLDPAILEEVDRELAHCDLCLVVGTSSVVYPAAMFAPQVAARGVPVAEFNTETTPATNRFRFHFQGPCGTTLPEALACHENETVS
Active calls of the source: *; ? = inconclusive; nt = no result given. These rows are one share of the data. The share of hits here may be higher or lower than overall.

Preview (3 entries):
SMILES | Xi reactivation | ERAP1 inh | Cneo AK release | PGC1a acetyl inh | LGR2 inh | S100A4 inh HTS | C2C12 statin | SIRT5 inh
COc1ccc(N=N/C(=C\O)C(=O)c2ccco2)cc1 | 0.0 | 4 | nt | 9 | -9 | 2 | nt | 2
Cc1nc2c(ncn2-c2ccccc2)c(=O)n1NC(=O)CN1CCOCC1 | 0.3 | 1 | nt | nt | 9 | 6 | nt | 0
CCCN1[C@@H]2c3ccc(-c4ccccc4)c(=O)n3C[C@@H]2[C@@H](CO)[C@@H]1C(=O)N1CCOCC1 | 0.4 | -3 | -3 | nt | -2 | 4 | -16 | 5

Results, repeating the preview:
SMILES | Xi reactivation | ERAP1 inh | Cneo AK release | PGC1a acetyl inh | LGR2 inh | S100A4 inh HTS | C2C12 statin | SIRT5 inh
COc1ccc(N=N/C(=C\O)C(=O)c2ccco2)cc1 | 0.0 | 4 | nt | 9 | -9 | 2 | nt | 2
Cc1nc2c(ncn2-c2ccccc2)c(=O)n1NC(=O)CN1CCOCC1 | 0.3 | 1 | nt | nt | 9 | 6 | nt | 0
CCCN1[C@@H]2c3ccc(-c4ccccc4)c(=O)n3C[C@@H]2[C@@H](CO)[C@@H]1C(=O)N1CCOCC1 | 0.4 | -3 | -3 | nt | -2 | 4 | -16 | 5
O=C(CN1CCN(CC(=O)Nc2ccccc2F)CC1)Nc1ccc2c(c1)OCCO2 | 0.1 | 6 | nt | nt | 5 | 5 | nt | -4
Cc1ccc(C2C(=O)N(C3CCC(C)CC3)CC(=O)N2C2CC2)cc1 (centres undefined) | nt | -1 | 0 | -6 | 33 | -2 | nt | 0
COc1ccc(C)cc1NC(=O)NNC(=O)c1cc2ccccc2cc1O | 0.4 | -8 | 0 | nt | 1 | -11 | -1 | 0
CCn1c(NC(=O)Nc2cccc(C)c2C)cc2sccc21 | 0.4 | -1 | -3 | -4 | nt | 1 | 5 | 3
COc1cccc(C(c2nnnn2Cc2ccco2)N2CCN(Cc3ccccc3)CC2)c1OC (centres undefined) | 0.0 | 1 | -5 | 20 | 14 | 1 | -1 | 0
O=C(Nc1ccc2c(c1)[C@@H]1C[C@@H](CC(=O)N3CCCCC3)O[C@H](CO)[C@@H]1O2)C1CCC1 | 0.5 | 3 | -1 | -7 | 0 | 0 | -2 | 4
C[C@H]1CCCCO[C@@H](CN(C)Cc2ccc(C(=O)O)cc2)[C@@H](C)CN([C@@H](C)CO)C(=O)c2cc(NC(=O)Nc3ccccc3)ccc2O1 | 0.0 | -8 | -2 | 5 | -3 | 8 | -51 | 4
CO[C@H]1CN(C)C(=O)c2cc(C#N)ccc2OC[C@H]2O[C@@H](CC[C@H]2OC)CCN(C)C(=O)[C@@H]1C | 0.0 | 1 | -5 | -10 | -4 | 2 | -3 | -3
CC(=O)Nc1cnc(/C=C\CCCO)cn1 | 0.0 | -1 | 1 | 8 | 14 | -3 | 4 | nt
COC(=O)C[C@H]1CC[C@@H]2[C@@H](COc3ccc(NC(=O)C4CC4)cc3C(=O)N2C)O1 | 0.0 | 1 | 0 | 6 | 14 | -29 | -4 | 0
COc1cc(C(F)(F)F)c(C(=O)N(C)Cc2cccc(Cl)c2)cn1 | -0.1 | nt | 1 | -6 | 3 | -6 | 14 | -2
COc1cc2ccccc2cc1C(=O)N1CCc2ccccc21 | 0.1 | -1 | 0 | -5 | -1 | -6 | 2 | -8
CC1CCCC(NC(=O)COC(=O)[C@@H](NC(=O)c2ccc(F)cc2)C(C)C)C1C (some centres undefined) | 0.3 | -3 | -3 | 9 | -5 | 8 | 0 | nt
O=C(C[C@H]1CC[C@@H](NC(=O)Nc2cc(F)ccc2F)[C@H](CO)O1)Nc1ccccc1 | -0.3 | 0 | 44 | -7 | 2 | -2 | 3 | 6
CCCCNC(=O)[C@@H]1CSC2c3ccc(OC)c(OC)c3C(=O)N21 (some centres undefined) | 0.0 | 3 | 6 | -3 | -2 | -1 | 20 | -3
O=C(/C=C/c1ccc(F)cc1)NC(=S)Nc1ccccc1O | 0.5 | -1 | 0 | -20 | -47 | -18 | 4 | -5
Cc1c(C)c2ccc(OCC(=O)Nc3ccccn3)cc2oc1=O | 0.1 | -1 | -2 | nt | 21 | -2 | 6 | -2

Full records as entered above.
CC1CCCC(NC(=O)COC(=O)[C@@H](NC(=O)c2ccc(F)cc2)C(C)C)C1C (some centres undefined) is entered as Xi reactivation: 0.3; ERAP1 inh: -3; Cneo AK release: -3; PGC1a acetyl inh: 9; LGR2 inh: -5; S100A4 inh HTS: 8; C2C12 statin: 0; SIRT5 inh: nt
CCCN1[C@@H]2c3ccc(-c4ccccc4)c(=O)n3C[C@@H]2[C@@H](CO)[C@@H]1C(=O)N1CCOCC1 is entered as Xi reactivation: 0.4; ERAP1 inh: -3; Cneo AK release: -3; PGC1a acetyl inh: nt; LGR2 inh: -2; S100A4 inh HTS: 4; C2C12 statin: -16; SIRT5 inh: 5

Other results follow.
SMILES | Xi reactivation | ERAP1 inh | Cneo AK release | PGC1a acetyl inh | LGR2 inh | S100A4 inh HTS | C2C12 statin | SIRT5 inh
COc1ccc(-c2cc(C(=O)N/N=C/c3cccnc3)c3cc(C)cc(C)c3n2)cc1 | 0.1 | 3 | -14 | nt | -7 | -2 | -19 | 1
C[C@@H]1CN([C@H](C)CO)C(=O)c2cc(NS(=O)(=O)c3cn(C)cn3)ccc2O[C@@H](C)CCCCO[C@H]1CN(C)S(=O)(=O)c1cccs1 | 0.1 | 0 | nt | -2 | -8 | -1 | nt | nt
COc1cccc(CC2(CO)CCCN(Cc3cn[nH]c3-c3cc(C)ccc3C)C2)c1 (centres undefined) | -0.1 | -2 | nt | -4 | 29 | -16 | nt | -7
CCCCn1c(N2CCCC2)nc2c1c(=O)[nH]c(=O)n2C | -0.1 | -2 | -1 | 7 | -1 | -7 | 0 | -1
COc1cc(/C=C/C(=O)OCC(=O)NC(=O)NCc2ccccc2)ccc1OCC#N | -0.2 | 3 | nt | nt | 3 | -1 | nt | 0
Nc1c(C(=O)OCC2CCCO2)c2nc3ccccc3nc2n1C1CCCCC1 (centres undefined) | nt | -1 | 3 | -25 | -4 | 2 | -54 | -3
C[C@H]1CN([C@@H](C)CO)C(=O)c2cc(-c3ccc(F)cc3)cnc2O[C@H]1CN(C)Cc1ccccn1 | -0.7 | 0 | 17 | 4 | -3 | 1 | 18 | -3
CCCN1C[C@H](C)[C@@H](OC)CN(C)C(=O)c2ccc(NC(=O)C3CCC3)cc2OC[C@H]1C | 0.0 | -4 | 1 | -5 | 14 | -13 | 2 | -8
COC(=O)Cn1ccc(-c2ccc(Cl)cc2)c(C#N)c1=O | -0.2 | 3 | nt | ? | -16 | -2 | nt | -1
COc1ccc(N(C)C(=O)Cc2c(C(=O)O)n(C)c3ccccc23)c(OC)c1 | 0.4 | 1 | -3 | 0 | 6 | -14 | 2 | -9
N=c1c(S(=O)(=O)c2ccccc2)cc2c(=O)n3ccccc3nc2n1Cc1cccnc1 | -0.1 | 0 | 2 | 7 | 11 | 6 | 4 | -4
O=C(CSC1=NS(=O)(=O)c2ccccc2N1)N1CCCCC1 | 0.3 | 9 | 0 | nt | 5 | 1 | 1 | 3
Cn1c(=O)c(=O)n(C)c2cc(S(=O)(=O)NCCN3CCN(c4ccccc4F)CC3)ccc21 | 0.0 | 2 | nt | 5 | 20 | -2 | nt | -2
CO[C@@H]1CN(C)C(=O)c2cc(NC(=O)c3ccno3)ccc2OC[C@@H](C)N(S(C)(=O)=O)C[C@@H]1C | 3.0 | nt | 0 | 3 | 0 | -3 | 12 | 0
CC(C)c1ccc2c(c1)C(N1CCN(C)CC1)Cc1cccnc1S2 (centres undefined) | 0.1 | 2 | nt | nt | nt | 3 | nt | 9
Cc1cccc(NC(=O)c2ccc(N3C(=O)C4CCCCC4C3=O)cc2)c1C (centres undefined) | 0.4 | 1 | 0 | nt | -13 | 1 | 1 | 0
COc1ccc2cc3c(N)nn(C(=O)Cc4ccccc4OC)c3nc2c1 | 0.2 | 4 | 1 | 5 | 1 | -8 | 11 | 3
CCC(=O)N1[C@H](CN(C)C(C)=O)[C@H](c2ccc(C3=CCCC3)cc2)[C@@H]1CO | 0.0 | -6 | nt | nt | 8 | 6 | nt | -1
O=C(O)C/C=C(/NC(=O)OCc1ccccc1)C(=O)OCc1ccccc1 | 0.1 | -2 | nt | 12 | -11 | 3 | nt | -1
COc1cc(OC)c2c(-c3ccccc3)cc(=O)oc2c1C(CCN1CCN(c2ccccc2)CC1)c1ccc(N(C)C)cc1 (centres undefined) | -0.3 | nt | -1 | -19 | -3 | -3 | -3 | nt
CC(C)C[C@@]12C(=O)N(c3cccc(F)c3)C(=O)N1[C@H](c1ccc(Br)cc1)[C@@H]1C(=O)N(C(C)(C)C)C(=O)[C@@H]12 | 0.2 | nt | 6 | 0 | -1 | nt | -1 | nt
C[C@@H]1CN([C@@H](C)CO)S(=O)(=O)c2ccc(C#CC3CC3)cc2O[C@@H]1CN(C)Cc1ccccn1 | -0.4 | 0 | 3 | -16 | -7 | -4 | -9 | -8
COc1ccc(OCc2nnc(SCC(=O)N3C(C)CCCC3C)o2)cc1 (centres undefined) | 0.0 | 1 | -2 | nt | 5 | -3 | 6 | -14
O=C(NCCc1ccccc1)c1ccc(CS(=O)(=O)Cc2ccc(F)cc2)o1 | 0.3 | 2 | -1 | nt | 9 | -1 | 24 | -1
CC(C)[C@H](NC(=O)c1ccccc1)C(=O)OCC(=O)NCc1ccc(F)cc1 | 0.6 | -4 | -1 | nt | nt | 7 | 5 | 2
CCOC(=O)N1CCN(C2CC(=O)N(c3ccc(Oc4ccccc4)cc3)C2=O)CC1 (centres undefined) | nt | nt | 0 | -2 | 6 | nt | 126* | nt
CC(C)C12CN3CC(C(C)C)(CN(C1)C3c1ccccc1O)C2=O (centres undefined) | nt | nt | -1 | -45 | nt | -13 | 11 | nt
CC(C)NC(=O)N1C[C@@H]2[C@H](c3ccccc31)[C@@H](CO)N2C(=O)Nc1cccc(F)c1 | 0.3 | -1 | -2 | 7 | -9 | 26 | 7 | 0

Molecules from the list above that contain a Cl atom:
SMILES | Xi reactivation | ERAP1 inh | Cneo AK release | PGC1a acetyl inh | LGR2 inh | S100A4 inh HTS | C2C12 statin | SIRT5 inh
COc1cc(C(F)(F)F)c(C(=O)N(C)Cc2cccc(Cl)c2)cn1 | -0.1 | nt | 1 | -6 | 3 | -6 | 14 | -2
COC(=O)Cn1ccc(-c2ccc(Cl)cc2)c(C#N)c1=O | -0.2 | 3 | nt | ? | -16 | -2 | nt | -1

Screening results: PubChem, Broad Institute
